Bioassay records from PubChem BioAssay.
HePTP inhibitor = blocks human HePTP tyrosine phosphatase. P35236. recombinant HePTP phosphatase activity, OD absorbance. inhibition, % at 20 µM. actives 0.64% (n = 110,000). AID 521; in the data active means inhibition above about 50%;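 further: plate controls were vehicle for no effect and reference inhibitor for full effect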
Target sequence (P35236 whole entry, looked up): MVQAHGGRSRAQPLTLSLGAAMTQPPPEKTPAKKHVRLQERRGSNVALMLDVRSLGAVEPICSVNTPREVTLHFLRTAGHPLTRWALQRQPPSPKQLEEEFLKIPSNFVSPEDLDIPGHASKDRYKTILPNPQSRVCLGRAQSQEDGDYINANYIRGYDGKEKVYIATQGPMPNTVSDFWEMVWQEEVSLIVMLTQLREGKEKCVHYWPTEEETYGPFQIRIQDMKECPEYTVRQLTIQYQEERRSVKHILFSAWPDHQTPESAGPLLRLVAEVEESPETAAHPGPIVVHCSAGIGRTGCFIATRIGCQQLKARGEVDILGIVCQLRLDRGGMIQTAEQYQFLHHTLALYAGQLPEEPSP
BAP1 inh = human BAP1 deubiquitinase inhibition. activity remaining (% of control), % at 20 µM. actives 0.48% (n = 72,000). Q92560. recombinant BAP1, Ub-AMC hydrolysis fluorescence kinetic; stronger effect = lower value. AID 436;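 active means activity remaining at or below 50% of control, provided the compound also passes the data quality filters; inactive means the rest, including low values that fail the filters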;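 further: 100% = DMSO wells rate and 0% = substrate alone blank rate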
Target sequence (Q92560 whole entry, looked up): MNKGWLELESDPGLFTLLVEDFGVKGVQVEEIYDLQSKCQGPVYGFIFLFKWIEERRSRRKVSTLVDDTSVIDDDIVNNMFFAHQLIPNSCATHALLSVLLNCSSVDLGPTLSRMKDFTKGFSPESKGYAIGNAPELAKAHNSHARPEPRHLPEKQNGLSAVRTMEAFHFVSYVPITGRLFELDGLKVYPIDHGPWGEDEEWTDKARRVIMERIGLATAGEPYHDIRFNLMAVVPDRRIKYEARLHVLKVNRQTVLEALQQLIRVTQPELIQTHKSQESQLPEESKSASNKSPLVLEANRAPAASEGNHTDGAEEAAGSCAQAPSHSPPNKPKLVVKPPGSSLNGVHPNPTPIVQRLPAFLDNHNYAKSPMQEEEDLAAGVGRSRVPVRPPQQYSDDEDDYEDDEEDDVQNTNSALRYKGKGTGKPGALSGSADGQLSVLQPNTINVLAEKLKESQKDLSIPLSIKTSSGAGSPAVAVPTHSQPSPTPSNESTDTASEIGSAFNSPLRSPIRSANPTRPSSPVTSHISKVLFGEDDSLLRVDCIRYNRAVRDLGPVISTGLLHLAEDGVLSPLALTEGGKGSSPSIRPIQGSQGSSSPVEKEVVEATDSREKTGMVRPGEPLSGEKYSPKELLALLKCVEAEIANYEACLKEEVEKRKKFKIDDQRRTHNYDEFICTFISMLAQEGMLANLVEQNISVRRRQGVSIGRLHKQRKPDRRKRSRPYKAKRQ
Starred values were filed as active, the others as inactive; · = no result given; & = joins results of further samples.

No. | HePTP inhibitor | BAP1 inh | Structure
1 | 2.5 | 94.1 | COC(=O)C1C(O)=C(C(C)=N)C(=O)CC1(C)C (stereo not given)
2 | 13.6 | 80.5 | CNc1oc(Cc2cccc3ccccc23)nc1C#N
3 | -3.6 | · | CCCC1=NN2C(=N)/C(=C/c3cc(OC)ccc3OC)C(=O)N=C2S1
4 | 6.1 | 110.3 | Cc1nc(C)c(NC(=O)N2CCc3ccccc32)cc1NC(=O)N1CCc2ccccc21
5 | -4.7 | · | CS(=O)(=O)N(CC(=O)Nc1cccc2ccccc12)c1ccc(Oc2ccccc2)cc1
6 | 4.3 | · | CCOc1ccc(N(CC(=O)N2CCCC2)S(=O)(=O)c2ccc(SC)cc2)cc1
7 | 6.0 | 101.0 | CN1CCN(c2nc(-c3ccccc3)nc3c2oc2ccccc23)CC1
8 | 6.1 | 120.1 | CCCn1c(-c2ccccc2)nc2c(=O)n(C)c(=O)[nH]c21
9 | -4.4 | 79.3 | Cc1[nH]nc2c1C1(CCN(Cc3ccccc3)CC1)C(C#N)=C(N)O2
10 | -5.8 | 84.3 | CCC(C)n1c(SC(C)C#N)nc2ccccc2c1=O (stereo not given)
11 | 5.0&-12.4 | 90.4 | O=C(O)CCC(C(=O)O)n1c(O)c(C2=c3ccccc3=NC2=O)sc1=S (stereo not given)
12 | 6.5 | 79.5 | O=C(NC1CCCc2ccccc21)C1CCN(c2nnc(-n3cccc3)s2)CC1 (stereo not given)
13 | 6.6 | 51.6 | O=C(COc1ccccc1)Nc1ccccc1N1CCN(c2ccc(F)cc2)CC1
14 | 5.0 | · | COC(=O)C(C)Sc1nc2c([nH]c3ccccc32)c(=O)n1C (stereo not given)
15 | 8.1 | 95.7 | Cn1c(C(O)c2ccccc2)nc(Cl)c1Cl (stereo not given)

The last seven compounds of the section above are carried over, then new ones follow:
No. | HePTP inhibitor | BAP1 inh | Structure
9 | -4.4 | 79.3 | Cc1[nH]nc2c1C1(CCN(Cc3ccccc3)CC1)C(C#N)=C(N)O2
10 | -5.8 | 84.3 | CCC(C)n1c(SC(C)C#N)nc2ccccc2c1=O (stereo not given)
11 | 5.0&-12.4 | 90.4 | O=C(O)CCC(C(=O)O)n1c(O)c(C2=c3ccccc3=NC2=O)sc1=S (stereo not given)
12 | 6.5 | 79.5 | O=C(NC1CCCc2ccccc21)C1CCN(c2nnc(-n3cccc3)s2)CC1 (stereo not given)
13 | 6.6 | 51.6 | O=C(COc1ccccc1)Nc1ccccc1N1CCN(c2ccc(F)cc2)CC1
14 | 5.0 | · | COC(=O)C(C)Sc1nc2c([nH]c3ccccc32)c(=O)n1C (stereo not given)
15 | 8.1 | 95.7 | Cn1c(C(O)c2ccccc2)nc(Cl)c1Cl (stereo not given)
16 | -11.3 | · | CCOC(=O)c1ccc2nc(C)c(CC)c(Cl)c2c1
17 | 6.3 | 51.7 | CCOC(=O)c1cn2c3c(c(F)c(F)c(F)c3c1=O)SC(N1CCCC1)=N2
18 | 9.2 | 99.5 | COc1ccc(C(=O)Nc2cccc3c2C(=O)NC3=O)cc1S(=O)(=O)N1CCOCC1
19 | 8.9 | · | COc1ccc(CNc2nc3c(c(C(F)(F)F)n2)CCCCC3)cc1
20 | 6.7 | 96.6 | CCN(CC)CCN1C(=O)Cn2c(C)c(C)c3cccc1c32
21 | -6.5 | 67.1 | CCOc1ccc(C2=Nn3c(nnc3-c3ccccn3)SC2)cc1
22 | 0.9 | 102.3 | CSc1cccc(NC(=O)CSc2nc3ccccc3o2)c1
23 | 6.2 | 97.3 | CCn1c(SCC(=O)NCc2cccs2)nc2c1c(=O)n(C)c(=O)n2C
24 | 6.2 | 93.2 | O=C(C1COc2ccccc2O1)N1CCOCC1 (stereo not given)
25 | 9.0 | 56.0 | CCn1cc(C(=O)OCc2ccc(F)cc2)c(=O)c2ccc(C)nc21
26 | 4.8 | · | Cc1oc2ccc(OCC(=O)c3ccccc3)cc2c1C(=O)OC(C)C
27 | 0.4 | 88.8 | COCCNC(=O)Cn1nc(-c2ccccc2OC)ccc1=O
28 | -3.8 | 105.9 | NC(=O)C1CCN(S(=O)(=O)c2cccc(S(=O)(=O)N3CCCCC3)c2)CC1
29 | 5.5 | 69.4 | COc1ccc(NC(=O)c2cc(CN3C(=O)c4ccccc4C3=O)ccc2OC)cn1
30 | -2.3 | 78.9 | CCCc1nc(SCC(=O)Nc2cc(C)on2)c2c(=O)n(C)c(=O)n(C)c2n1
31 | 1.3 | 90.5 | CC(=O)c1ccc2c3c(cccc13)C(=O)N(c1c(C)nn(C)c1C)C2=O
32 | -0.3 | 86.1 | Fc1ccccc1Cn1nnc2c(NCCc3ccccn3)ncnc21
33 | 5.6 | 78.8 | O=C(Nc1cccnc1)c1cc(-c2ccco2)on1
34 | 7.0 | 102.3 | C=CCN(C(=O)Nc1ccccc1)C1CC(=O)N(c2ccc(OC)cc2)C1=O (stereo not given)
35 | 7.5 | · | CCOC(=O)c1c(N)sc(C(=O)Nc2ccc(Cl)cc2)c1C
36 | -8.6 | 123.9 | COc1cc2nc(NCC3CCCO3)n3nc(-c4cccnc4)nc3c2cc1OC (stereo not given)
37 | 6.1 | · | Cc1cc(Cl)ccc1OCC(=O)NNC(=O)c1cccs1
38 | 0.9 | · | COc1cc(NS(=O)(=O)c2ccc(C)cc2)cc(OC)c1O
39 | 5.3 | 90.0 | Cc1cc(C)nc(NC2=NCC(=O)N2CCc2c[nH]c3ccccc23)n1
40 | -1.8 | 120.4 | Cc1cc(/C(O)=C2\C(=O)C(=O)N(CCN(C)C)C2c2ccncc2)ccc1OCc1ccccc1 (stereo not given)
41 | 2.4 | · | COc1ccccc1C(=O)CC(=O)Nc1ccccc1
42 | -14.2 | · | CCOC(=O)Oc1ccc2c(-c3ccccc3)cc(=O)oc2c1
43 | 8.4 | 87.4 | Cc1ccc(C(=O)NCc2ccc3c(c2)OCO3)cc1N1CCCC1=O
44 | -1.7 | 82.0 | COc1cccc(-c2nc3ccc(O)cc3c(=O)o2)c1
45 | 3.8 | · | CCOc1ccc(NC(=O)c2cncc(Br)c2)cc1
46 | 1.8 | · | Cc1cc([N+](=O)[O-])c(-c2ccc(/C=N/n3cnnc3)o2)cc1Cl
47 | 5.2 | · | CCOc1ccc(C(NC=O)c2ccc(OC)cc2)cc1 (stereo not given)
48 | -7.9 | · | Cc1c(CCNC(=O)NS(=O)(=O)c2ccccc2Cl)c2ccccc2n1Cc1ccccc1
49 | -1.3 | 107.8 | CCS(=O)(=O)N1CCC(C(=O)NC2CCCCC2)CC1
50 | 7.3 | 96.0 | C=CCn1cnc2c(c1=O)c1nc3ccccc3nc1n2/N=C/c1cc(OC)c(OC)c(OC)c1
51 | 4.7 | 84.0 | C=CCc1cccc(CNc2nc3ccccc3n2CC)c1O
52 | 8.9 | · | Cc1ccc(C(=O)/C=C/c2ccc(OCc3ccccc3)cc2)cc1
53 | 7.7 | 72.2 | Cc1cc(Cl)c(S(=O)(=O)NCCC(=O)O)cc1OCC(N)=O
54 | 7.9 | 116.0 | Cc1ccc(CN2CC(C(=O)Nc3ccc(S(=O)(=O)Nc4cc(C)nc(C)n4)cc3)CC2=O)cc1 (stereo not given)
55 | 8.4 | 92.4 | CCCCNC(=O)c1ccccc1NS(=O)(=O)c1ccc2c(c1)OCCO2
56 | 3.8 | · | CCOC(=O)C1=CN(c2ccc(C)cc2)C=C(C(=O)OCC)C1c1ccc(C)s1
57 | -5.1 | 122.9 | c1ccc(-n2ncc3c2ncn2c(CSc4nc5ccccc5s4)nnc32)cc1
58 | 1.6 | 96.2 | O=C1NC2(CCCC2)N=C1c1ccc(Cl)cc1
59 | 10.1 | · | COc1cc(C(O)c2nccn2C)cc(OC)c1OC (stereo not given)
60 | 0.7 | · | O=C(c1ccc(Cl)cc1Cl)N1CCN(c2ccccc2)CC1

Individual results from the entries so far:
#52 in HePTP inhibitor is listed with 8.9
#17 in HePTP inhibitor is listed with 6.3
#26 in HePTP inhibitor is listed with 4.8

(cont.)
No. | HePTP inhibitor | BAP1 inh | Structure
61 | -4.7 | 100.6 | Cc1ccc2c(c1)nnn2C1CCN(C(=O)c2cccs2)CC1
62 | 1.4 | · | COC(=O)c1ccc(NC(=O)Cn2nc(SC)n(N)c2=S)cc1
63 | 0.1 | · | COCCOC(=O)c1c(C)oc2ccc(NS(=O)(=O)c3ccc(C)cc3)cc12
64 | -2.1 | 85.0 | CCOC(=O)COc1ccc(C(=O)NC2CCCCC2)cc1
65 | -0.5 | · | COc1ccc(OCCCOc2cccc(C)c2)cc1
66 | -7.8 | · | COC(=O)c1ccccc1NC(=O)CN(c1ccc(OC)cc1OC)S(C)(=O)=O
67 | 6.0 | · | Cc1ccc(N2C(=O)c3ccc(-c4nc5c(C)cccc5c(=O)o4)cc3C2=O)cc1C
68 | 3.7 | 107.4 | COc1cc2c(C(=O)NCc3ccc(C)o3)cn(CC(C)C)c(=O)c2cc1OC
69 | 2.8 | 98.6 | CCCc1cc(=O)[nH]c(SCC(=O)NC(=O)OCC)n1
70 | -1.2 | · | Cc1cccc(OCC(=O)NCc2ccncc2)c1
71 | 1.6 | · | CCc1ccccc1NC(=O)CN(c1ccc(C)cc1)S(C)(=O)=O
72 | -3.6 | · | Cc1ccc(N2C(=O)NC(=O)/C(=C\c3cc(Cl)c(O)c(Cl)c3)C2=O)cc1
73 | -14.7 | · | O=C1c2ccc(Oc3ccc([N+](=O)[O-])cc3)cc2C(=O)N1c1ccc(Cl)cn1
74 | 5.2 | 103.3 | CC1=CC(c2ccccc2)n2nc(N3C(=O)c4ccccc4C3=O)nc2N1 (stereo not given)
75 | · | 159.5 | C=CCN(CC=C)S(=O)(=O)c1ccc(C(=O)N2CCc3ccccc3C2)cc1

Whole records, looked up by structure.
CCCc1cc(=O)[nH]c(SCC(=O)NC(=O)OCC)n1 as listed: HePTP inhibitor = 2.8; BAP1 inh = 98.6
CCc1ccccc1NC(=O)CN(c1ccc(C)cc1)S(C)(=O)=O as listed: HePTP inhibitor = 1.6; BAP1 inh = ·
C=CCN(CC=C)S(=O)(=O)c1ccc(C(=O)N2CCc3ccccc3C2)cc1 as listed: HePTP inhibitor = ·; BAP1 inh = 159.5

Further entries follow.
No. | HePTP inhibitor | BAP1 inh | Structure
76 | -5.6 | · | O=C(NCc1ccncc1)c1ccc(I)cc1
77 | 3.6 | · | O=C(Nc1ccccc1C(=O)Nc1ccccc1C(=O)NCc1ccco1)c1ccco1
78 | -7.1 | · | Cc1cc(NC(=O)c2cc(-c3cccnc3)nc3c(C)c(C)ccc23)no1
79 | 5.3 | 124.0 | CCOC(=O)c1c(NC(=O)c2ccc(S(=O)(=O)N3CCOCC3)cc2)sc2c1CCC2
80 | -1.3 | · | O=C(NN1C(=O)c2ccc(Oc3cccc([N+](=O)[O-])c3)cc2C1=O)c1ccco1
81 | -1.6 | 84.9 | Clc1cccc(-c2nnc3sc(-c4ccc5c(c4)OCO5)nn23)c1
82 | 11.2 | 106.6 | COc1cccc(NC(=O)N2CCCC2C(=O)Nc2ccc3c(c2)OCO3)c1 (stereo not given)
83 | 2.5 | 109.4 | Cc1cccc(N2CCN(C(=O)Cn3ccc4ccccc4c3=O)CC2)c1C
84 | 11.1 | 81.1 | CCN(CC(=O)N1CCCCCC1)S(=O)(=O)c1ccc(Cl)cc1
85 | -2.0 | 97.2 | CCCn1c(=O)c2c(c3ccccc31)OC(C)C(=O)N2 (stereo not given)
86 | 9.7 | 98.4 | N#CC1=C2SCN(Cc3ccccc3)CN2C(=O)CC1c1ccccc1F (stereo not given)
87 | 3.9 | 168.7 | C=CCOc1ccc(/C(O)=C2\C(=O)C(=O)N(CCN(C)C)C2c2cccs2)cc1 (stereo not given)
88 | -3.3 | · | CCOP(=O)(OCC)/C(=N/OC(=O)c1ccccc1C)C(N)=O
89 | 2.9 | 97.7 | O=C(O)Cn1cccc1C(=O)c1ccccc1
90 | -4.5 | · | C=CCOc1ccc(/C=C2/C(=O)NC(=S)N(CC=C)C2=O)cc1OCC
91 | -22.4 | 51.4 | COc1ccc(C2CC(=O)C3=C(C2)Nc2ccccc2NC3c2ccc(OCc3ccccc3)cc2)cc1 (stereo not given)
92 | 9.7 | 111.2 | CCOc1ccc(CCNc2nc3c(c(=O)n(C)c(=O)n3C)n2CC)cc1OCC
93 | 10.2 | · | Cc1ccccc1N1C(=O)NC(=O)/C(=C/c2cn(CC(=O)Nc3ccccc3)c3ccccc23)C1=O
94 | 3.7 | 77.7 | CCN(CC)CCCN1C(=O)C(O)=C(C(=O)c2cccs2)C1c1ccccn1 (stereo not given)
95 | -2.3 | · | CCNC(=O)Cc1ccc(NS(=O)(=O)c2ccc(F)cc2)cc1
96 | · | 145.2 | Nc1cccc(-c2nnc(-c3cccc(N)c3)o2)c1
97 | -2.8 | 87.4 | CCOC(=O)c1c(C)c(-c2ccccc2)n(CC(=O)N2CCCC2)c1C
98 | 1.5 | 107.9 | O=C(Cn1cnc2ccccc2c1=O)c1ccc2c(c1)OCCO2
99 | -2.1 | · | O=C1/C(=C/c2ccccc2)SC(=S)N1/N=C/c1ccccc1
100 | 3.3 | 66.7 | N#CC1=C(N)C(C#N)(C#N)[C@H](c2ccoc2)[C@H]2CN(Cc3ccccc3)CC=C12
101 | -0.4 | · | COc1ccc(Br)cc1CN1CCN(Cc2cccc([N+](=O)[O-])c2)CC1
102 | -1.6 | · | CCN(CC)CCNC(=O)COc1ccccc1O
103 | 11.0 | 102.0 | COc1ccc(Oc2ncnc3c2ncn3Cc2ccccc2)cc1

Some of these compounds in order of molecular weight, smallest number first.
No. | HePTP inhibitor | BAP1 inh | Structure
20 | 6.7 | 96.6 | CCN(CC)CCN1C(=O)Cn2c(C)c(C)c3cccc1c32
14 | 5.0 | · | COC(=O)C(C)Sc1nc2c([nH]c3ccccc32)c(=O)n1C (stereo not given)
21 | -6.5 | 67.1 | CCOc1ccc(C2=Nn3c(nnc3-c3ccccn3)SC2)cc1
72 | -3.6 | · | Cc1ccc(N2C(=O)NC(=O)/C(=C\c3cc(Cl)c(O)c(Cl)c3)C2=O)cc1
